Screens from PubChem BioAssay.
STK33 kinase inh = inhibitors of human STK33 kinase | purified STK33, MBP phosphorylation, ADP-Glo luminescence | inhibition, % at 10 µM | hit rate 0.073% among 320,000 | AID 2661;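 active means inhibition at or above 25%, using the most active replicate where run in duplicate; inactive means inhibition below 25%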
Target sequence (Q9BYT3 whole entry, looked up): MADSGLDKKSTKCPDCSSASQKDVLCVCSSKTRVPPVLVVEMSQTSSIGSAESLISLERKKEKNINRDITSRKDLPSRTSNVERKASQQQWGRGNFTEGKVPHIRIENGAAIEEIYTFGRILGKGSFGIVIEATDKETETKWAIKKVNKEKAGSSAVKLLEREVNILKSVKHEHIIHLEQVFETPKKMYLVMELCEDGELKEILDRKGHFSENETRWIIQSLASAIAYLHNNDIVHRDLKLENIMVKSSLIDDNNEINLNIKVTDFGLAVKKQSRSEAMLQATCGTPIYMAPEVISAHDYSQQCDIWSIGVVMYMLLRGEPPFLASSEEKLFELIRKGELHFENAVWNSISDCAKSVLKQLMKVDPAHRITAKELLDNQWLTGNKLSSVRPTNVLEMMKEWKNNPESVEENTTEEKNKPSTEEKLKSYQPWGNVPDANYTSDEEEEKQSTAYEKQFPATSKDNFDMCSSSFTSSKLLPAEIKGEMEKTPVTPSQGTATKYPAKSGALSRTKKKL
OX1R antag = blocks the human orexin 1 receptor; O43613; OX1R-expressing cells, FRET antagonist read-out; inhibition, % at 6.6 µM; hit rate 1.8% among 330,000; in the data active means inhibition mostly above about 38%, no sharp cut-off; inactive means mostly below about 40%;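 further: 0% = agonist challenge alone and 100% = reference antagonist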
Target sequence (O43613 whole entry, looked up): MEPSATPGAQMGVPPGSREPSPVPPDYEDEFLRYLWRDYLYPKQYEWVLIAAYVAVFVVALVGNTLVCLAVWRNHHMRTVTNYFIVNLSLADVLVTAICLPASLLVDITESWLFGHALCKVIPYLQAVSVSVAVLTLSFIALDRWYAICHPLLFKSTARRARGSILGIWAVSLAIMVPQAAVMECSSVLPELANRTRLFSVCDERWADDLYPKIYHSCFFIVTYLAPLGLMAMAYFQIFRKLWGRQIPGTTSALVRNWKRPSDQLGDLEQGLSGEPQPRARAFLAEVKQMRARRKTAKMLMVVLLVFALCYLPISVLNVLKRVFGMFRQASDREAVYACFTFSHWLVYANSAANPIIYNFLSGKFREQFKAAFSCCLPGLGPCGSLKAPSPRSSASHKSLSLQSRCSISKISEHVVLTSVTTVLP
* = called active by the depositor; x = not tested or not shown.

SMILES	STK33 kinase inh	OX1R antag
CS(=O)(=O)N1CCC(C(=O)Nc2cccc(Cl)c2)CC1	-0.5	-2
NC(=O)C1CCN(c2oc(-c3cccs3)nc2S(=O)(=O)c2ccc(Br)cc2)CC1	-0.7	8
CCN(CC)S(=O)(=O)c1ccc(OC)c(NC(=O)CSc2cc(C)ccc2C)c1	-2.2	4
Cc1[nH]c(C)c2c(=O)n(Cc3ccc(Cl)cc3)ncc12	0.1	13
O=C(Nc1ccccc1)OCc1cn(-c2ccc(Cl)cc2)nn1	-1.4	9
COc1ccc(C(=O)COC(=O)CCCn2c(=O)oc3ccccc32)cc1	-5.8	14
Cc1c(NC(=O)COc2ccc3ccc(=O)oc3c2)c(=O)n(-c2ccccc2)n1C	-0.7	6
COC(=O)c1ccc2c(c1)N(C)S(=O)(=O)c1cnc(SCC(=O)C(C)(C)C)nc1-2	-4.6	7
COc1ccc(C(=O)c2ccc(OC)c(N)c2)cc1N	-0.4	14
CCOc1cccc(C(=O)N(Cc2ccco2)C2CCS(=O)(=O)C2)c1 (configuration not stated)	-2.3	9
Cc1ccc(NC(=O)CSc2ccc(C(N)=O)cc2[N+](=O)[O-])cc1	-0.9	21
Cc1ccsc1/C=C1\SC(=S)N(CC2CCCO2)C1=O (configuration not stated)	0.9	26
CC1=C(C(=O)Nc2ccccc2C)C(c2ccccc2)NC(=O)N1 (configuration not stated)	-1.7	15
O=C(CNC(=O)c1cccs1)NCC(=O)OCC(=O)c1ccc([N+](=O)[O-])cc1	-0.5	103*
O=C(CSc1nnnn1C1CC1)Nc1ccc(S(=O)(=O)N2CCOCC2)cc1	-2.4	5
CC1CCN(C(=O)/C(=C\c2cccs2)NC(=O)c2ccccc2)CC1	0.7	25
CCOC(=O)C1(CCOc2ccccc2)CCN(Cc2ccc(CO)o2)CC1	-1.1	20
Cc1cc(C)c2c(=O)cc(C(F)F)oc2c1	0.0	16
O=C1[C@H]2[C@H](C=CC[C@H]2C(=O)N2CCN(c3ccccc3)CC2)CCN1Cc1ccccc1	-1.2	40
COCCCNC(=S)N(Cc1ccccc1)Cc1ccc(F)cc1	-0.7	18
Cc1ccc(C)c(N2CCN(c3nnnn3-c3ccccc3)CC2)c1	-2.5	12
Cc1ccc(S(=O)(=O)NC(C)C(=O)NC2CCCCCC2)cc1 (configuration not stated)	0.8	8
COc1ccc(-c2csc(NC(=O)/C(N=Nc3ccccc3)=C(\C)O)n2)cc1	-1.8	13
O=C(c1ccc(S(=O)(=O)c2ccc(F)cc2)c([N+](=O)[O-])c1)N1CCCCCC1	0.6	29
Cc1scc(C(=O)NNC(=S)NCC(C)C)c1C	-0.2	21
O=C(O)CCC(=O)Nc1ccc(Br)c(Cl)c1	-3.3	10
CC1(C(=O)NNC(=S)NCC2CCCO2)CC1(Cl)Cl (configuration not stated)	-0.1	12
COc1ccc(OC)c(S(=O)(=O)N2CCC(C(=O)NCCC3=CCCCC3)CC2)c1	-1.6	11
Cc1ccc(Cl)cc1N1CCN(C(c2ccc(C#N)cc2)c2nnnn2C2CCCC2)CC1 (configuration not stated)	-0.2	19
Cc1ccc(NC(=O)Cn2cc([N+](=O)[O-])nc2C)cc1C	0.8	16
CCC1Sc2ccc(S(=O)(=O)Nc3ccc(OC)cc3)cc2NC1=O (configuration not stated)	-1.4	2
CC(=O)Nc1ccccc1C(F)(F)F	-0.6	13
Nc1nonc1-n1nnc(C(=O)N/N=C/c2ccccn2)c1CNc1ccccc1	-2.0	50*
COc1ccc(N2CC(C(=O)NC3=NCCS3)CC2=O)cc1 (configuration not stated)	-0.9	9
Cc1nn(CCO)c2ncc(C(=O)c3cc(F)ccc3O)cc12	-1.5	15
COC(=O)c1cccc(NC(=O)CSc2nnc(C)n2C)c1	-1.7	10
COc1ccc(-c2nnc(NC(=O)C3CC3)o2)cc1	-0.5	12
COc1ccc(S(=O)(=O)N(C)CC(=O)Nc2ccccc2OC)cc1C	-0.1	17
Cc1nc(-c2ccccc2)sc1C1(C)CC(c2ccc(OC(F)(F)F)cc2)=NO1 (configuration not stated)	0.0	19
CC(O)CNc1nc2c(c(=O)n(C)c(=O)n2C)n1CCc1ccccc1 (configuration not stated)	0.4	2
Cn1c(CN2CCOCC2)nnc1SCC(=O)Nc1ccc([N+](=O)[O-])cc1O	0.3	31
COc1ccc(-n2nnnc2SCC(=O)Nc2cccc(NC(C)=O)c2)cc1OC	0.6	14
NC(=O)[C@H]1CC2(CC(c3cccc(NC(=O)CC(c4ccccc4)c4ccccc4)c3)=NO2)CN1C(=O)CC(c1ccccc1)c1ccccc1 (some centres not stated)	-1.9	6
COC(=O)c1cn(CC(=O)NC2CCCCC2)c2ccccc12	-0.7	8
Cc1ccc(-c2nc3ccccn3c2NC(=O)c2ccco2)cc1	0.9	11
O=S(=O)(NCc1ccc(F)cc1)c1ccc(Br)cc1Br	-0.1	21
Cc1cc(Cl)ccc1NC(=O)COC(=O)CCNS(=O)(=O)c1ccccc1	6.9	14
Nc1cc(C(=O)c2cccs2)ccc1Cl	-0.4	4
COc1ccc(Cn2nnnc2CN2CCC(O)(c3ccccc3F)CC2)cc1	-0.4	-1
O=c1[nH]c2ccc(NS(=O)(=O)c3ccc(F)c(Cl)c3)cc2[nH]1	0.3	1

Three compounds already listed, arranged by length of the SMILES, smallest number first.
SMILES	STK33 kinase inh	OX1R antag
Nc1cc(C(=O)c2cccs2)ccc1Cl	-0.4	4
Cc1cc(C)c2c(=O)cc(C(F)F)oc2c1	0.0	16
CCN(CC)S(=O)(=O)c1ccc(OC)c(NC(=O)CSc2cc(C)ccc2C)c1	-2.2	4

Next section.
SMILES	STK33 kinase inh	OX1R antag
O=[N+]([O-])c1ccc(NCCNCCOc2nonc2-c2ccccc2)c([N+](=O)[O-])c1	-1.0	43*
COc1ccccc1OCC(=O)Nc1sc2c(c1C(=O)NCC1CCCO1)CCC2 (configuration not stated)	-1.0	10
Cn1c(CN2CCN(C(=O)c3ccccc3Cl)CC2)nc2cc([N+](=O)[O-])ccc21	-4.2	23
COCC(C)n1c(C)cc(C(=O)COc2ccc(C)nc2[N+](=O)[O-])c1C (configuration not stated)	-0.4	13
CC(NC(=O)CN1CCN(C(=O)c2cccs2)CC1)c1ccc(F)cc1F (configuration not stated)	-0.5	3
S=C(NCCc1ccccc1)N/N=C/C1CCCCC1	-1.4	18
O=C(CSc1nnnn1-c1ccccc1)Nc1nc(-c2ccccc2)ns1	1.4	40
CCOC(=O)c1cc(-c2c(Cl)cccc2Cl)no1	-2.1	10
Cc1ccc(CNS(=O)(=O)NCc2cccs2)cc1	-1.0	17
CC(C)Cn1c(=O)c(C(=O)Nc2ccccc2S(N)(=O)=O)c(O)c2ccccc21	-0.7	17

Some of these compounds in order of the STK33 kinase inh value, rising.
SMILES	STK33 kinase inh	OX1R antag
CCN(CC)S(=O)(=O)c1ccc(OC)c(NC(=O)CSc2cc(C)ccc2C)c1	-2.2	4
CCOC(=O)c1cc(-c2c(Cl)cccc2Cl)no1	-2.1	10
COc1ccc(S(=O)(=O)N(C)CC(=O)Nc2ccccc2OC)cc1C	-0.1	17
O=c1[nH]c2ccc(NS(=O)(=O)c3ccc(F)c(Cl)c3)cc2[nH]1	0.3	1
COc1ccc(-n2nnnc2SCC(=O)Nc2cccc(NC(C)=O)c2)cc1OC	0.6	14

(more compounds)
SMILES	STK33 kinase inh	OX1R antag
O=c1c(Cc2ccc(F)cc2)c(O)ccn1C1CCCCC1	1.4	30
CC(C)(C)c1ccc(OCC(=O)NNC(=S)NC(=O)c2ccccc2[N+](=O)[O-])c(Br)c1	-0.3	10
COC(=O)c1sccc1NC(=O)c1ccc(OC)cc1OC	4.4	18
Cc1c(C=O)c2ccccc2n1CC(=O)N1CCc2ccccc2C1	-0.9	8
Cc1nc(CCNC(=O)c2ccccc2)cs1	1.3	10
Cc1ccc(CN2CCN(c3ccccn3)CC2)s1	-2.4	10
C[C@H](CO)N1C[C@H](C)[C@@H](CN(C)CC2CC2)Oc2c(NC(=O)Cc3ccccc3)cccc2C1=O	-0.8	9
Cc1noc(C)c1S(=O)(=O)Nc1ccc(C(=O)NC2CCCCC2)cc1	0.0	32
CC(C)Sc1nc2c(c(=O)[nH]1)C(c1cccs1)C1=C(CC(C)(C)CC1=O)N2 (configuration not stated)	-1.0	15
CO/C=C\C=C/c1nnn(-c2ccc(Cl)cc2)n1	-0.7	14
COCCN(C(=O)COc1ccccc1)c1nnc(-c2cccnc2)s1	-0.9	-9
O=C(Nc1ccccn1)c1sc2cccc(F)c2c1Cl	-1.9	10
COc1ccc(C(C)(C)C)cc1NC(=O)COC(=O)c1ccc([N+](=O)[O-])o1	-1.0	29
Cc1ccc(NC(=O)c2ccc(NS(=O)(=O)c3cccc4cccnc34)cc2)cc1	0.0	8
Cc1ccc(-c2nn(-c3ccccc3)cc2C(N)=O)o1	1.0	22
CCOc1ccccc1N(C(=O)CNC(=O)c1ccco1)C(C(=O)NC1CCCC1)c1cccnc1 (configuration not stated)	-0.7	14
Cc1cc2c(cc1C)[n+](C)cn2CC(O)COCC1CC=CCC1 (configuration not stated)	-0.6	3
CC(=O)Nc1ccc(NC(=O)C(C)OC(=O)c2ccc(-n3cnnn3)cc2)cc1 (configuration not stated)	-1.4	19
C/C=C/c1ccc(OCCCn2cncn2)c(OC)c1	1.9	10
c1ccc(COc2ccc(OCCCCN3CCCC3)cc2)cc1	-2.2	3
CC(=O)c1ccc(Nc2nc(N3CCOCC3)nc(N3CCOCC3)n2)cc1	-0.3	8
CCOCN(C(=O)Cn1cnc2ccccc21)c1c(C)cccc1CC	-1.1	11
CC(C(=O)N1CCCCC1)N(C)CC(=O)Nc1ccc(Cl)cc1 (configuration not stated)	-3.9	17
O=C(NC(=S)NC1CCCc2ccccc21)c1ccc(F)cc1 (configuration not stated)	-1.6	49
COc1ccc2c3c(c(=O)oc2c1OCC(=O)O)CCCC3	-0.6	18
Cn1c(=O)c2c(ncn2CC(=O)N2CCN(c3ccccc3)CC2)n(C)c1=O	-2.3	21
Cc1ccc(/C=C2\SC(N3CCN(C(c4ccccc4)c4ccccc4)CC3)=NC2=O)o1	-1.3	11
CCCOc1ccc(C(=O)N(Cc2cccs2)C2CCS(=O)(=O)C2)cc1 (configuration not stated)	0.5	-6
N#CC1(NC(=O)Cn2cc(C(F)(F)F)cc(Cl)c2=O)CCCCC1	-0.8	-12
CCCCn1c(N)c(N(CCC(C)C)C(=O)CSc2nnc(C)s2)c(=O)[nH]c1=O	-0.9	17

Profiles from above:
Listed for CC(C(=O)N1CCCCC1)N(C)CC(=O)Nc1ccc(Cl)cc1 (configuration not stated) : STK33 kinase inh: -3.9; OX1R antag: 17
Listed for N#CC1(NC(=O)Cn2cc(C(F)(F)F)cc(Cl)c2=O)CCCCC1 : STK33 kinase inh: -0.8; OX1R antag: -12
Listed for CCOCN(C(=O)Cn1cnc2ccccc21)c1c(C)cccc1CC : STK33 kinase inh: -1.1; OX1R antag: 11

Next part.
SMILES	STK33 kinase inh	OX1R antag
O=C(CNCC1CCCO1)Nc1ccccc1N1CCOCC1 (configuration not stated)	-0.7	14
CSCCC(NC(=O)COc1ccccc1)C(=O)OCC(=O)c1cc2ccccc2o1 (configuration not stated)	-2.7	7
O=c1cc(-c2ccccc2F)nc(-c2ccccc2F)o1	6.9	18
Cc1ccc(CNC(=O)c2cc(-c3ccccc3)n(Cc3cc(C)no3)n2)cc1	-1.1	12
COc1cc(NC(=O)c2nccnc2N)cc(C(=O)Nc2cccc(C(F)(F)F)c2)c1	-0.3	35
CCN(CC)S(=O)(=O)c1ccc(/C=C/C(=O)Nc2cccc(F)c2)cc1	-0.1	23
O=C(C1CCN(S(=O)(=O)c2cccc3cccnc23)CC1)N1CCCCC1	0.3	7
CN(CC(=O)Nc1ccc(Cl)cc1)C(=O)CCc1nc2sc3c(c2c(=O)[nH]1)CCCC3	0.3	16
CCOCCCNC(=O)Cc1ccc(OC)c(OC)c1	-0.4	19
COc1ccc(NC(=O)C2CCN(c3cc(-c4ccccc4)nc4ncnn34)CC2)cc1OC	-1.3	18
Cc1cc(C)c(NC(=O)CSc2nnc(-c3ccccn3)n2N)c(Cl)c1	-2.0	14
Cc1ccc2c(c1)nnn2C1CCN(S(=O)(=O)c2ccc(C(=O)N(C)C)cc2)CC1	x	27
CCc1cc2cc(C)cc(C)c2nc1Cl	x	16
CCC(=O)NC(=S)Nc1cccc(NC(=O)c2ccccc2C)c1	-0.3	12
COc1ccc(CCNc2oc(COc3ccc(F)cc3)nc2C#N)cc1	-1.2	13
O=C(CSc1nnc(-c2ccccc2)o1)Nc1ccccc1F	-4.5	7
CCOC(=O)C1CCN(S(=O)(=O)C(F)(F)c2nc3ccccc3s2)CC1	-1.1	45
CC1CCC(NS(=O)(=O)c2ccc(N3CCCC3=O)cc2)CC1 (configuration not stated)	-0.7	16
CC(=O)N(Cc1cccnc1)Cc1cc2ccc(C)cc2[nH]c1=O	-1.2	12
Cc1cc(C)n(-c2ccc(Cl)c(C(=O)Nc3ccc(-c4nnc5n4CCCCC5)cc3)n2)n1	x	28
Cc1nnnn1/C(=C\c1ccccc1)C(=O)OCC(=O)Nc1cccc(S(=O)(=O)N(C)C)c1	0.3	25
CC1(C)O[C@@H]2[C@H](O1)[C@@H](CO)O[C@H]2n1ccc(=O)[nH]c1=O	0.1	6
COc1cccc(NS(=O)(=O)c2ccc3c(c2)NC(=O)C(C)S3)c1 (configuration not stated)	-1.8	23
Cc1ccccc1CN1C(=O)c2ccccc2S1(=O)=O	-0.7	20
C/C(=N/NS(=O)(=O)c1ccc(Br)cc1)c1ccc(C)o1	-1.8	12
CC1CCN(C(=O)C2CCN(S(=O)(=O)c3cccc4cccnc34)CC2)CC1	-0.9	13
S=C(NCCc1cnc[nH]1)NC1CCCC1	-1.0	9
Cc1c(NC(=O)C2CCCN2C(=O)c2cccs2)c(=O)n(-c2ccccc2)n1C (configuration not stated)	0.1	12
